Bioassay records as filed in PubChem BioAssay.
Bcl-XL Bim block – inhibitors of Bim-Bcl-XL binding, primary screen, biochemical, multiplexed, bead flow cytometry, human Bcl-XL; Bcl-2-like protein 1 (Homo sapiens), Q07817; Bim peptide-Bcl-XL binding, fluorescence; inhibition, % at 10 µM; hit rate 0.04% among 190,000
RGS4-Gao reg – modulators of RGS4 binding to Galphao, primary screen, biochemical, multiplexed bead flow cytometry. binding response (% of control), % at 10 µM. hit rate 0.33% among 220,000. Guanine nucleotide-binding protein G(o) subunit alpha (Homo sapiens), P09471. AID 1415, 2008. actives lie on both sides; in the data active = binding response below about 49% or above about 150%; inactive = in between;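 note: fluorescent Galphao activated with aluminum fluoride binding bead-coupled RGS4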
Target sequence (P09471 whole entry, looked up): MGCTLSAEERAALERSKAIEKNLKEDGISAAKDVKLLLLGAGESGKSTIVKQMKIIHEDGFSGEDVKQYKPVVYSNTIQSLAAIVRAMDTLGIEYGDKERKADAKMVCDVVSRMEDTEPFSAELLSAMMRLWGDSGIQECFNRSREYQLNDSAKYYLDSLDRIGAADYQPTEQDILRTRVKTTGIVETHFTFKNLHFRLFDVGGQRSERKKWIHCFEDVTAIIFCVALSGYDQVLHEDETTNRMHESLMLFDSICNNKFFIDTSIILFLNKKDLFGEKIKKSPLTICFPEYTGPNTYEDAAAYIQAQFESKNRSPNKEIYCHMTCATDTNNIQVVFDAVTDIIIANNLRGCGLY
Avidin fluor – green autofluorescence of compounds with avidin beads – biophysical, 488/530 nm, flow cytometry, artefact control, profiling panel; hit rate 0.38% among 220,000; compound fluorescence 488/530 nm; stronger effect = higher value; fluorescence (KMESF) at 10 µM; in the data active = fluorescence above about 47; note: inactives centre near 10
Bim-Bcl-B – inhibitors of Bim-Bcl-B binding, primary screen, biochemical, multiplexed, human Bcl-2 family | inhibition, % at 10 µM | Bcl-2-like protein 10 (Homo sapiens), Q9HD36 | AID 951, 2007 | hit rate 0.073% among 190,000 | bead-based flow cytometry, Bim peptide-Bcl-B binding;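 note: 0% = tracer peptide without compound and 100% = reference inhibitor peptide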
Target sequence (Q9HD36 whole entry, looked up): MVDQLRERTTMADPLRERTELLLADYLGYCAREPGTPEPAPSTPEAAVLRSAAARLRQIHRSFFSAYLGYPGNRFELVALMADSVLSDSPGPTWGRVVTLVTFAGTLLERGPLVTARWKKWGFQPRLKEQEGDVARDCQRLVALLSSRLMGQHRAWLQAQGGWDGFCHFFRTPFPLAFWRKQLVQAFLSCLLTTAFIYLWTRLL
RGS7-Gao – RGS7-Galphao binding modulators, primary screen, biochemical, multiplexed bead flow cytometry; Guanine nucleotide-binding protein G(o) subunit alpha (Homo sapiens), P09471; actives lie on both sides; binding response (% of control), % at 10 µM; hit rate 0.35% among 220,000; in the data active = binding response below about 49% or above about 150%; inconclusive = no clear call, values can overlap the other calls; inactive = in between;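 note: fluorescent Galphao held in activated GDP-AlF4 state binding bead-coupled RGS7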
ABCG2 block – ABCG2 efflux pump inhibitors, primary screen, multiplex with ABCB1, IgMXP3 cells, flow cytometry; inhibition, % at 6.6 µM; JC-1 efflux; hit rate 0.1% among 190,000; Broad substrate specificity ATP-binding cassette transporter ABCG2 (Homo sapiens), Q9UNQ0;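 active = inhibition above 80%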;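 note: 0% = DMSO and 100% = nicardipine control wells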
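Test system: IgMXP3 cells (ABCG2) mixed with DDAO far-red-labelled CCRF-Adr cells (ABCB1). Reagent: JC-1 transporter substrate. Compound dosing: single test compound dose, 6.6 µM final. Times: 10 min compound exposure, 25 °C. Detection: flow cytometry of retained JC-1 fluorescence. Read-out basis: efflux inhibition in percent versus controls. Controls: nicardipine and DMSO wells.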
GSH bead fluor – compound fluorescence on glutathione beads, profiling panel, artefact control, biophysical, 488/530 nm, flow cytometry; GSH beads flow cytometry, compound fluorescence 488/530 nm; stronger effect = higher value; fluorescence (KMESF) at 10 µM; hit rate 0.25% among 190,000; AID 1776, 2009; in the data active = fluorescence above about 89;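 note: glutathione beads carrying GST-tagged Bcl family fusion proteins plus one bare bead set; values are compound well signal with DMSO vehicle wells as background; inactives centre near 16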
ABCB1 block – ABCB1 efflux pump inhibitors, primary screen, cell-based, multiplex, flow cytometry, ABCG2 counter-screen; hit rate 0.067% among 190,000; AID 1326, 2008; ATP-dependent translocase ABCB1 (Homo sapiens), P08183; CCRF-Adr cells, JC-1 efflux; inhibition, % at 6.6 µM; in the data active = inhibition above about 40%;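 note: 0% = vehicle and 100% = reference inhibitor; higher value means more JC-1 retained so stronger ABCB1 efflux block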
Bfl-1 Bim block – inhibitors of Bim binding to Bfl-1, primary screen, biochemical, multiplexed, bead-based flow cytometry. hit rate 0.12% among 190,000. AID 1008, 2008. inhibition, % at 10 µM. Bcl-2-related protein A1 (Homo sapiens), Q16548. Bim-Bfl-1 binding inhibition;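 note: 0% = wells without compound plus tracer and 100% = blocker peptide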
Bcl-2 Bim block – inhibitors of Bim-Bcl-2 binding, primary screen, biochemical, multiplexed, human Bcl-2 family; Apoptosis regulator Bcl-2 (Homo sapiens), P10415; Bead-based flow cytometry, Bim peptide-Bcl-2 binding; inhibition, % at 10 µM; hit rate 0.06% among 190,000; AID 950, 2007; in the data active = inhibition above about 40%; inconclusive = no clear call, values can overlap the other calls;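 note: 0% = no compound wells with probe peptide and 100% = reference peptide inhibitor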
Target sequence (P10415 whole entry, looked up): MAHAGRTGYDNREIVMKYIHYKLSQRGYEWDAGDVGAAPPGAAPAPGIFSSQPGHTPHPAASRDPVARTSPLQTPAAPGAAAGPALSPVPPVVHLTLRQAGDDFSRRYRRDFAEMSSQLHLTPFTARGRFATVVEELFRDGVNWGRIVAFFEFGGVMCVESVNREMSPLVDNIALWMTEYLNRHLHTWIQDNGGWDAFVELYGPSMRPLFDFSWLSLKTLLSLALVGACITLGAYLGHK
Bcl-W Bim block – inhibitors of Bim binding to Bcl-W, primary screen, biochemical, multiplexed, bead-based flow cytometry; Bim peptide-Bcl-W binding; Bcl-2-like protein 2 (Homo sapiens), Q92843; AID 952, 2007; hit rate 0.02% among 190,000; inhibition, % at 10 µM;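 note: 0% = bound tracer without compound and 100% = peptide blocker; higher means less fluorescent Bim peptide bound to Bcl-W beads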
Target sequence (Q92843 whole entry, looked up): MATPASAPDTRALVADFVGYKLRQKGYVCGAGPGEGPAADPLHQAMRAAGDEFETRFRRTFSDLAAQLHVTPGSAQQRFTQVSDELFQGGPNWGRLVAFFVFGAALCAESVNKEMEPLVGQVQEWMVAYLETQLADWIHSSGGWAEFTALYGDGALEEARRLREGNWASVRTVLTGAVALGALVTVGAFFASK
* = called active by the depositor; ? = inconclusive. Cut-off read from the data, not from the text of the source, unless noted: active = inhibition above about 40%.

SMILES | Bcl-XL Bim block | RGS4-Gao reg | Avidin fluor | Bim-Bcl-B | RGS7-Gao | ABCG2 block | GSH bead fluor | ABCB1 block | Bfl-1 Bim block | Bcl-2 Bim block | Bcl-W Bim block
O=C(CSc1cn(CCNC(=O)c2ccc3ccccc3c2)c2ccccc12)NCc1ccco1 | -4 | 102 | 7 | -9 | 102 | 4 | 26 | 0.7 | -8 | -7 | 3
C#CCNC(=O)C1=C[C@@H](c2ccccc2)C[C@@H](OCc2ccc(CO)cc2)O1 | -4 | 92 | 6 | -7 | 94 | 4 | 21 | 1.1 | -4 | -8 | -1
CCCS(=O)(=O)NCCc1cc2ccc(C)cc2[nH]c1=O | 6 | 96 | 5 | 4 | 102 | 1 | 88* | 0.5 | 4 | 8 | 5
Cc1ccc(CSCCNC(=O)/C=C/c2ccc(Cl)cc2)cc1 | 0 | 103 | 8 | -5 | 100 | 0 | 24 | 0.1 | 2 | 1 | 0
CC[n+]1ccccc1/C=C/c1ccc(N(C)C)cc1 | -5 | 106 | 10 | -8 | 104 | 0 | 11 | 1.3 | -3 | 0 | -1
c1ccc(CSc2ncnc3c2cnn3-c2ccccc2)cc1 | -5 | 98 | 3 | -16 | 105 | 3 | 9 | -0.4 | 3 | -1 | -3
CC(=O)c1ccc(S(=O)(=O)N2CCCCC2C(=O)O)cc1 (stereo unspecified) | 0 | 101 | 10 | -5 | ? | 0 | 13 | 0.0 | -6 | -4 | 4
O=C1C(Cl)=C(Nc2ccc(F)cc2)C(=O)N1CCc1ccccc1 | -4 | 101 | 16 | -6 | 101 | 1 | 13 | 0.6 | -8 | -2 | -2
O=c1cc(-c2ccccc2)[nH]n1-c1nc2ccccc2[nH]1 | -1 | 94 | 50* | -1 | 106 | -3 | 25 | -0.7 | 0 | -2 | -4
C(/CCc1ccccc1)=N\Nc1nc2ccccc2[nH]1 | -3 | 99 | 11 | -9 | 97 | 2 | 16 | 0.1 | -3 | -1 | -1
CNc1nc(Nc2ccc(Br)cc2)nc(N)c1[N+](=O)[O-] | -7 | 99 | 13 | -6 | 100 | 12 | 4 | 0.4 | 0 | 0 | -6
CCOC(=O)C1(CC2CCCCO2)CCN(C(=O)Nc2cccc(SC)c2)CC1 (stereo unspecified) | -3 | 99 | 7 | -4 | 102 | 0 | 14 | 0.2 | -7 | -4 | 0
CCOC(=O)C1CNc2cc(S(=O)(=O)CC)ccc2O1 (stereo unspecified) | -5 | 100 | 15 | 3 | 98 | 2 | 20 | 0.6 | -2 | -2 | -1
CCCN=Cc1sc2ccc(OCC)cc2c1O | -21 | 99 | 10 | -11 | 101 | 4 | 30 | 0.5 | -14 | -10 | 0
O=C(NCC1CCCO1)c1ccc(CS(=O)(=O)Cc2ccc(F)cc2)o1 (stereo unspecified) | -6 | 108 | 9 | -6 | 107 | 0 | 4 | -0.2 | -11 | -6 | 1
CCCCC(=O)Nc1ccc(NC(=O)CC)cc1OC | -4 | 91 | 4 | -2 | 90 | 2 | 11 | 0.4 | -2 | 0 | 0
O=C(O)C1CC=CCC1C(=O)Nc1ccccc1C(=O)N1CCN(c2ccc(Cl)cc2)CC1 (stereo unspecified) | 0 | 103 | 11 | -1 | 105 | 1 | 23 | 0.2 | -6 | -6 | 0
CC(C)NC1=C(Cl)C(=O)c2ccccc2C1=O | -3 | 103 | 7 | -18 | 105 | 7 | 12 | 1.0 | 28 | 0 | 11
Cc1cccc2c1CC(C)(C)N/C2=C\C(N)=O | -2 | 105 | 6 | -1 | 105 | 2 | 9 | 0.3 | -4 | 1 | -2
CC1(C)C2CCC1(C)C(NC1=NCCC1)C2 (stereo unspecified) | -3 | 97 | 11 | 0 | 93 | 0 | 18 | -0.1 | -4 | -3 | -6
CC(C)CC(=O)O/N=C1\C(=O)N(c2ccccc2)c2ccccc21 | 0 | 100 | 12 | 0 | 104 | 4 | 17 | 0.4 | 0 | 1 | -1
Fc1cccc(Cc2noc(CN3CCOCC3)n2)c1 | -6 | 111 | 6 | -4 | 113 | 1 | 17 | 0.6 | -9 | -11 | -2
CC(=O)n1cc([C@H]2C=C(C(=O)N3CCN(Cc4ccc5c(c4)OCO5)CC3)O[C@@H](OCc3ccc(CO)cc3)C2)c2ccccc21 | -5 | 94 | 5 | -6 | 98 | 8 | 20 | 11 | -6 | -6 | 0
O=C(Cc1ccccc1)Nc1cccc(-c2nnc(-c3ccco3)o2)c1 | 0 | 100 | 20 | 1 | 98 | 1 | 22 | 0.7 | 0 | -1 | 0
CC(C)C(C(=O)NCC1CCCO1)N(Cc1ccco1)C(=O)CNS(=O)(=O)c1ccc(F)cc1 (stereo unspecified) | -5 | 97 | 7 | -2 | 92 | 8 | 27 | 2.9 | -2 | -5 | -3
CN(C)C(CNC(=S)Nc1cccc(Cl)c1)c1cccnc1 (stereo unspecified) | -6 | 109 | 12 | -8 | 105 | 1 | 12 | -0.4 | -5 | -3 | -3
CC1CC(C)(C)NC(=S)N1CCCC(=O)Nc1ccc(F)cc1 (stereo unspecified) | -2 | 102 | 9 | -9 | ? | 14 | 16 | 0.5 | -7 | -2 | -3
CN(C)CCOCCOc1ccccc1-c1ccccc1 | -1 | 102 | 5 | 0 | 102 | 7 | 19 | 1.5 | 1 | -1 | -2
CCOC(=O)c1ccccc1NC(=O)Cn1cnc2c1c(=O)n(C)c(=O)n2C | -2 | -24* | -3 | -1 | -8.2* | 26 | 11 | 3.7 | -1 | 0 | 0
O=C(c1ccc2c(c1)OCO2)N1CCN=C1SCc1cccnc1 | -2 | 96 | 8 | -4 | 93 | 2 | 23 | 0.5 | -8 | -9 | 0
CCOC(=O)c1c(C)oc2c1c1c(c3ccccc32)OCN(Cc2ccccn2)C1 | -1 | 114 | 22 | -5 | 100 | 2 | 10 | 0.7 | -10 | -3 | -1
CCOc1ccc(CN(C)C(=O)c2cccnc2SC)cc1OC | 0 | 100 | 27 | 0 | 99 | 2 | 7 | 0.0 | -2 | -2 | -4
CN=c1scc(C)n1/N=C/c1ccc(O)cc1 | 0 | 102 | 8 | -6 | 101 | 1 | 6 | 0.1 | -6 | -4 | 6
CCc1ccc(-c2cc(C(=O)NCc3ccco3)c3ccccc3n2)s1 | 0 | 107 | 3 | 0 | 108 | 0 | 20 | -0.2 | 3 | 3 | 1
CCN(CC(=O)Nc1ccc(C)c(F)c1)CC(=O)NC(C)C | -2 | 101 | 10 | 3 | 101 | 0 | 20 | 0.1 | 9 | 6 | -8
Cc1nc(N/N=C/c2ccccc2)nc(N(C)c2ccccc2)c1[N+](=O)[O-] | -4 | 97 | 37 | -5 | 100 | 1 | 21 | 0.3 | 0 | -3 | -3
NC(N)=NS(=O)(=O)c1ccc(NC(=S)NC(=O)/C=C/c2ccco2)cc1 | -4 | 96 | 11 | -5 | 95 | -2 | 12 | 0.1 | -1 | 0 | 0
CCCOc1ccc(-c2c(C(=O)N/N=C/c3ccc(OCC)cc3)nnn2-c2nonc2N)cc1 | -10 | 100 | 14 | -9 | 102 | -1 | 21 | -0.2 | -9 | -3 | -5
COc1ccc(C(C#N)N2N=C(c3ccccc3)CC2c2ccccc2)cc1OC (stereo unspecified) | -4 | 98 | 18 | -5 | 95 | 8 | 17 | 5.3 | -15 | -9 | -3
CCn1c(=O)c(C(=O)CN2CC(C)OC(C)C2)c(N)n(Cc2ccccc2)c1=O (stereo unspecified) | 2 | 97 | 6 | -8 | 101 | 2 | 46 | 0.5 | -11 | -3 | 2
CCOc1ccc(CCNC(=O)COC(=O)c2ccc(OC)c(OC)c2OC)cc1OCC | 4 | 103 | 9 | 0 | ? | 8 | 26 | 1.1 | 0 | 2 | 4
COc1ccc2[nH]c3ccccc3c2c1 | -4 | 106 | 21 | -2 | 107 | 5 | 26 | 1.4 | -1 | -4 | -3
CCOc1ccc(NC(=O)CSC(N)=O)cc1 | -2 | 100 | 5 | 0 | 106 | 4 | 43 | 0.4 | -4 | 2 | -4
CCc1ccccc1NC(=O)CSc1ncn[nH]1 | -3 | 92 | 9 | -6 | 93 | 1 | 12 | 0.2 | -9 | -9 | 1
CCC(=O)NC(=S)Nc1ccc(Cl)cn1 | -1 | 94 | 10 | -2 | 94 | 4 | 9 | 0.2 | -3 | 0 | -2
CC(=O)Nc1cccc(NC(=O)CCCC(=O)O)c1 | -6 | 100 | 15 | -6 | 99 | 14 | 38 | 0.2 | -16 | -10 | -4
CCOC(=O)c1c(NC(=O)c2cc(C(C)C)on2)sc(C(C)=O)c1C | -5 | 95 | 16 | -4 | 98 | 5 | 11 | 2.6 | -1 | -3 | 0
COc1ccc(CCn2nnc(-c3ccc(NC(C)=O)c(Cl)c3)n2)cc1 | -7 | 116 | 7 | -7 | 118 | -1 | 24 | -0.1 | -5 | -5 | -4
CCOc1ccc(CC(=O)NNC(=S)NC2CCCCC2)cc1OCC | -5 | 98 | 4 | -26 | 100 | -2 | 128* | -0.1 | -6 | -14 | -6
CCOC(=O)CSC1=C(C#N)C(=O)NC(c2ccc(OC)cc2)S1 (stereo unspecified) | -7 | 103 | 37 | -7 | 100 | -1 | 25 | -0.5 | -12 | -9 | -3
O=C(NCc1ccccc1)c1cc(-n2cnnc2)ccc1Cl | 0 | 103 | 32 | -4 | 101 | 2 | 10 | -0.1 | -2 | 0 | 12
COc1ccc(Cl)cc1NS(=O)(=O)c1cc(Cl)ccc1OC | 4 | 97 | 23 | 3 | 103 | 7 | 11 | 0.9 | 6 | 2 | 19
O=C(CN1CCNCC1)Nc1ccccc1Cl | -11 | 98 | 14 | -14 | 94 | 0 | 28 | 0.1 | -18 | -12 | -2

Grouped by structure, the entries above with two or more sulfur atoms
SMILES | Bcl-XL Bim block | RGS4-Gao reg | Avidin fluor | Bim-Bcl-B | RGS7-Gao | ABCG2 block | GSH bead fluor | ABCB1 block | Bfl-1 Bim block | Bcl-2 Bim block | Bcl-W Bim block
NC(N)=NS(=O)(=O)c1ccc(NC(=S)NC(=O)/C=C/c2ccco2)cc1 | -4 | 96 | 11 | -5 | 95 | -2 | 12 | 0.1 | -1 | 0 | 0
CCOC(=O)CSC1=C(C#N)C(=O)NC(c2ccc(OC)cc2)S1 (stereo unspecified) | -7 | 103 | 37 | -7 | 100 | -1 | 25 | -0.5 | -12 | -9 | -3
